Screens (PubChem)
GALK inh: qHTS Assay for Inhibitors of Human Galactokinase (GALK). P51570. Purified GALK, Kinase-Glo residual ATP luminescence. Potency, µM (series often up to 57.5 µM), inactives show at the top dose activity change, negative = inhibition, most hits filed as inhibitors. 270,000 tested, 0.007% active. AID 1868, 2009; further: potency means the concentration at half of the fitted maximal effect; on the % scale 0 is the no-effect control and ±100 the full control effect
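5 nM enzyme, 35 uM ATP, 100 uM galactose, 20 mM HEPES pH8.0, 5 mM MgCl2; 1 h RT; residual ATP by Kinase-Glo Plus luminescence, qHTS format.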
ASM inhibitor: Inhibitors of Secretory Acid Sphingomyelinase (S-ASM): qHTS; Sphingomyelin phosphodiesterase (Homo sapiens), P17405; placental ASM, HMU-PC fluorogenic substrate, 60 min; Potency, µM (highest dose often 57.5 µM), without a hit: at the top dose activity change, negative = inhibition, actives largely listed as inhibitors; 340,000 tested, 0.006% active; further: potency means the concentration at half of the fitted maximal effect
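Fluorescence read-out (Ex 386 nm, Em 447 nm) after stopping the reaction at pH 10. Enzyme: ASM from human placenta; substrate HMU-PC0, 9 uM final; 60 min, 37 °C. Compound preincubation 10 min, ambient temperature.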
Mito fusion act: qHTS Assay for Small Molecule Inhibitors of Mitochondrial Division or Activators of Mitochondrial Fusion; S. cerevisiae fusion-defective mutant growth rescue, CellTiterGlo 48 h; Potency, µM (top dose mostly 46.1 µM), for inactives: at the highest dose growth rescue (activation), hits mostly activators; 320,000 tested, 0.23% active;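 further: potency means the concentration at half of the fitted maximal effect; % of control where 0% means no effect; nearly all actives have a fitted effect of over 45% in size; temperature-sensitive fusion mutants such as fzo1-1 at 37 °C on non-fermentable ethanol glycerol medium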
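Read-out: ATP-based luminescence (CellTiterGlo, 10 min ambient) reporting growth of fusion-defective ts yeast after 48 hours at 37C on glycerol/ethanol YPEG medium in the presence of compound.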
TSHR antag: Antagonists of the Thyroid Stimulating Hormone Receptor: HTS campaign | TSHR-expressing cells, TSH-stimulated cAMP HTRF, 2 h; active compounds read low | activity change, negative = inhibition, % at 11.5 µM | 330,000 tested, 0.2% active;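 active means activity change below a set negative limit, meaning inhibition stronger than a set level, cut at about -70% in these data; inconclusive means activity change between two set negative limits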; further: on the % scale 0 is the no-effect control and ±100 the full control effect
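Cell-based HTRF cAMP assay; TSHR cells + compound, TSH EC80 (4nM final), 2 h, 37 deg C. Lysis with anti-cAMP cryptate and cAMP-d2, 30 min RT, read 665/620 nm.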
BCR signal inh: qHTS Assay to Find Inhibitors of Chronic Active B-Cell Receptor Signaling. 340,000 tested, 0.05% active. AID 493014, 2011. ABC-DLBCL IkBa-CBG/CBR reporter, luminescence ratio, 4 h. Potency, µM (series often up to 46.1 µM), without a hit: top-dose ratio change, negative = lower green/red ratio, hits mostly inhibitors; active means well fitted inhibition curve with a large enough effect in the signal ratio, with a control signal flat, not every such curve was filed as active; inconclusive means small, poorly fitted or top-dose-only effect, or effect the other way, or a change in a side signal; the % refers to the signal ratio;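 further: potency means the concentration at half of the fitted maximal effect; plate controls were basal doxycycline-induced cells for no effect and cells given 10 µM MG132 for full effect; MG132 reads +100%, hits lower the ratio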
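TMD8 ABC-DLBCL cells carrying doxycycline-inducible green luciferase fused to IkappaBalpha plus unfused red luciferase were exposed to compounds (up to 46 uM) for 4 hrs at 37C. Activity came from the overlap-corrected green/red luminescence ratio.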
MBNL1 CUG block: qHTS Assay for Inhibitors of MBNL1-poly(CUG) RNA binding; Muscleblind-like protein 1 (Homo sapiens), Q9NR56; TR-FRET MBNL1-His/biotin-(CUG)12 binding, 665/545 ratio; Potency, µM (titrated, usually from 57.5 µM), for inactives: at the highest dose activity change, negative = inhibition, usual class: inhibitors; 280,000 tested, 0.036% active; AID 2675, 2010; active means well fitted inhibition curve with a large enough effect in the signal ratio, with a control signal flat, not every such curve was filed as active; inconclusive means small, poorly fitted or top-dose-only effect, or effect the other way, or a change in a side signal; inactive means no such curve, though single readings can be large or run the other way; the % refers to the signal ratio; further: potency means the concentration at half of the fitted maximal effect; on the % scale 0 is the no-effect control and ±100 the full control effect
Target sequence (Q9NR56 whole entry, looked up): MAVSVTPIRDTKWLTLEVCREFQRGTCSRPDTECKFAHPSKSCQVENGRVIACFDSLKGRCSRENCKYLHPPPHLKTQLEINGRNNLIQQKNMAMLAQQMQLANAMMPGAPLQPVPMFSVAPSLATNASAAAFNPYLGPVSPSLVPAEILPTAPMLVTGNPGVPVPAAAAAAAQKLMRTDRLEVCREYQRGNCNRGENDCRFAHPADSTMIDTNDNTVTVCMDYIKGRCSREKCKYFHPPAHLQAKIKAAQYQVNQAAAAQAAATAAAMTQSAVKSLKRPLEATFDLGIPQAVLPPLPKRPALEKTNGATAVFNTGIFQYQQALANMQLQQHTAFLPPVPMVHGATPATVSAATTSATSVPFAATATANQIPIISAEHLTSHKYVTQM
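Compounds (final 92 nM to 58 uM) are added to His-tagged MBNL1 and biotin-(CUG)12, then terbium anti-His antibody and streptavidin-XL665 (5 nM final). After 60 min at room temperature, the 665/545 nm ratio is read.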
KCNH2 WT inh: qHTS for Inhibitors of KCHN2 3.1: Wildtype qHTS; activity change, % at 1.84 µM; Voltage-gated inwardly rectifying potassium channel KCNH2 (Homo sapiens), Q12809; 340,000 tested, 0.37% active; AID 720551, 2013; U2OS, BacMam KCNH2, thallium flux FluxOr; active compounds read low;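 active means maximum activity change below -70%; inconclusive means maximum activity change between -70% and -50%; inactive means maximum activity change above -50%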; further: on the % scale 0 is the no-effect control and ±100 the full control effect
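U2OS cells transduced with wild-type KCNH2 virus are loaded with FluxOr dye for 45 min, and thallium flux is measured in kinetic reads before and after stimulation buffer. Rate constants are normalized to DMSO controls.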
PKM2 act: qHTS Assay for Activators of Human Muscle isoform 2 Pyruvate Kinase. Pyruvate kinase PKM (Homo sapiens), P14618. purified PKM2, Kinase-Glo ATP luminescence, activation; response scale: 0% is enzyme alone, no compound. Potency, µM (titrated, usually from 57.5 µM), for the others: at the highest dose activation, usual class: activators. 260,000 tested, 0.34% active. AID 1631, 2009; further: potency means the concentration at half of the fitted maximal effect; on the % scale 0 is the no-effect control and ±100 the full control effect; nearly all actives have a fitted effect of over 55% in size
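Purified hPK-M2 (>95%) run at intermediate activity with 0.1 mM ADP and 0.5 mM PEP in 50 mM imidazole pH 7.2, KCl, MgCl2; 1 h room temperature. ATP formed read by Kinase-Glo luminescence; normalized to uninhibited and no-enzyme controls.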
Eya2 inh: qHTS Assay for Inhibitors of the Phosphatase Activity of Eya2. Protein phosphatase EYA2 (Homo sapiens), O00167. recombinant Eya2, OMFP fluorescence dephosphorylation (OMFP is methylfluorescein phosphate). Potency, µM (doses to about 76.9 µM), inactives show at the top dose activity, negative = inhibition, most hits filed as inhibitors. 330,000 tested, 0.006% active. AID 488837, 2010; further: potency means the concentration at half of the fitted maximal effect; on the % scale 0 is the no-effect control and ±100 the full control effect
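Eya2 (0.2 uM) preincubated 10 min at ambient with compound, then OMFP substrate added at 50 uM; 10 min reaction in 50 mM HEPES pH 7.5, 50 mM NaCl, 5 uM MgCl2, 0.05% BSA, 1 mM DTT. Fluorescence read at Ex 485/Em 525 nm.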
Menin MLL FP TR: qHTS Assay for Inhibitors Targeting the Menin-MLL Interaction in MLL Related Leukemias: Competition With Texas Red Labeled MLL-derived Mutant Peptide. Menin + Texas Red MLL mutant peptide, fluorescence polarization. Potency, µM (doses to about 61.6 µM), inactives show top-dose FP activity change, negative = inhibition, most hits filed as inhibitors. O00255. 270,000 tested, 0.23% active; active means well fitted inhibition curve with a large enough effect in the polarisation, with a control signal flat, not every such curve was filed as active; inconclusive means small, poorly fitted or top-dose-only effect, or effect the other way, or a change in a side signal; inactive means no such curve, though single readings can be large or run the other way; the % refers to the polarisation; further: potency means the concentration at half of the fitted maximal effect; % of control where 0% means no effect; many of its hits are not listed in these tables
USP2a inh: qHTS Assay for Inhibitors of Ubiquitin-specific Protease USP2a Using CHOP2 as the Reporter; AID 463254, 2010; 330,000 tested, 0.01% active; Ubiquitin carboxyl-terminal hydrolase 2 (Homo sapiens), O75604; Potency, µM (series often up to 38.3 µM), inactives show top-dose activity change, negative = inhibition, most hits filed as inhibitors; USP2 core, Ub-CHOP2 coupled fluorogenic reporter, 485/531;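 further: potency means the concentration at half of the fitted maximal effect; plate controls were DMSO wells for no effect and full inhibition by NEM control for full effect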
Target sequence (O75604 whole entry, looked up): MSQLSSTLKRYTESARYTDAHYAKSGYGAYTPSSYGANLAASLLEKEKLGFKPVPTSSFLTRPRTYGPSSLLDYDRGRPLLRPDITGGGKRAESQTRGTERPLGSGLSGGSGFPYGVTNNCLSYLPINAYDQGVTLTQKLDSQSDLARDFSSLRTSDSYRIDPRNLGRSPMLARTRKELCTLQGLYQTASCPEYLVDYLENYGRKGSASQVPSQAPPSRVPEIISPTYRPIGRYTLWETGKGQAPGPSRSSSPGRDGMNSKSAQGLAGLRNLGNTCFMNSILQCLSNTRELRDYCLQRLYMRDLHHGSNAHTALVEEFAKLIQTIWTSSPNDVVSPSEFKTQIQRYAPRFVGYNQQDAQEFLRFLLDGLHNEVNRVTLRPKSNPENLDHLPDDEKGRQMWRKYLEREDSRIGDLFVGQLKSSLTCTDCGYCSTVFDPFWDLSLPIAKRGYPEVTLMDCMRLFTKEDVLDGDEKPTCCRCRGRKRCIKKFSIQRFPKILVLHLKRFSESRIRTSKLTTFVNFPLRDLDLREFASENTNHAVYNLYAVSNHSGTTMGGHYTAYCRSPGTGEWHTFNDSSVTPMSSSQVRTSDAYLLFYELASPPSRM
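Deubiquitinase activity read as fluorescence (485/531 nm) after Ub-CHOP2 cleavage activates the enterokinase reporter on its substrate; USP2 core 10nM, Ub-CHOP2 and substrate 25nM each, 30min compound preincubation then 60min RT; data normalized to NEM, curves fitted.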
Starred values were filed as active, the others as inactive; ? = inconclusive; . = no result given; [ ] = dose if it differs, or a comment. Unless noted, the call rests on the fitted dose curve; in most records, active means well fitted curve in the direction sought with a large enough effect; inconclusive means small, poorly fitted or top-dose-only effect, or another doubt; inactive means no such curve, though single readings can be large; an effect the other way counts as inactive or inconclusive. Some of the compounds tested (hit frequency here may not be typical).

SMILES	GALK inh	ASM inhibitor	Mito fusion act	TSHR antag	BCR signal inh	MBNL1 CUG block	KCNH2 WT inh	PKM2 act	Eya2 inh	Menin MLL FP TR	USP2a inh
CCCNc1nc2c(c(=O)[nH]c(=O)n2C)n1CCCc1ccccc1	3%	2%	2%	-2	0%	-11%	4	-2%	-1%[15.4 µM]	2%	1%
CC(CS(=O)(=O)c1ccc2c(c1)NC(=O)CS2)C(=O)N1CCN(c2cccc(Cl)c2)CC1 (stereo unspecified)	11%	-4%	-16%	-1	4%	5%	-2	.	1%	19%	-1%
COc1cc(CC(=O)OCC(=O)N(C)C2CCCCC2)cc(OC)c1OC	.	1%	.	-11	3%	.	-10	.	4%	.	2%
COc1ccc(NC2CCCN(C(=O)c3oc(C)cc3C)C2)cc1OC (stereo unspecified)	-6%	3%	-3%	-5	-2%	-3%	-5	-2%	4%	.	-1%
COCCCN1C(=O)C(=O)/C(=C(/O)c2ccc3c(c2)OCCO3)C1c1ccc(C(=O)OC)cc1 (stereo unspecified)	-2%	-2%	-1%	21	5%	19%	0	2%	10%	-1%	5%
CC1CN(CCOc2ccc([N+](=O)[O-])cc2)CC(C)O1 (stereo unspecified)	-1%	16%	0%	-7	13%	12%	40	-1%	6%	8%	1%
C=CCN1C(=O)C(CC(=O)Nc2ccc(OC)cc2)SC1=Nc1ccc(S(N)(=O)=O)cc1 (stereo unspecified)	-1%	1%	-10%	-3	0%	-3%	-5	-2%	-1%	-4%	-2%
COc1cc(CNC(C)(C)CO)cc(Br)c1OCc1ccc(Cl)cc1	1%	-3%	-13%	10	-2%	-6%	1	-4%	-3%	8%	-1%
O=C(NCCc1ccc(C(F)(F)F)cc1)C1CCC(=O)N(CCc2cccc(F)c2)C1 (stereo unspecified)	0%	.	5%	-14	0%	-8%	5	-5%	6%	.	0%
CCN(CC)S(=O)(=O)c1cccc(NC(=O)COc2ncnc3sccc23)c1	0%	-2%	-5%	13	0%	3%	-8	-1%	-5%	-1%	2%
O=C1CCCN1CCCNCC(O)c1ccccc1 (stereo unspecified)	-3%	1%	2%	7	0%	-1%	1	.	0%	5%	4%
CN1CC=C2C(C#N)=C(N)C(C#N)(C#N)C(c3cccc(Cl)c3Cl)C2C1 (stereo unspecified)	-4%	496%[activator]	-4%	-4	-29%	?	-3	-2%	1%	-1%	16%
O=C(NCc1ccccc1)C1=C[C@H](c2ccc3c(c2)OCO3)C[C@H](OCCCCO)O1	3%	-2%	3%	1	-2%	-3%	13	3%	-13%	-1%	0%
O=C(NC1CCCc2ccccc21)C1CCCO1 (stereo unspecified)	-1%	-1%	-2%	10	-1%	-2%	5	0%	2%	0%	-1%
O=C(COC(=O)CCS(=O)(=O)c1ccc(Cl)cc1)NCCc1ccccc1	1%	1%	-5%	-14	-1%	-4%	10	6%	-17%	0%	1%
Cc1ccc(OCc2nn3c(-c4ccco4)nnc3s2)cc1	4%	-8%	-2%	-11	5%	0%	4	-1%	0%	-12%	0%
CCOC(=O)Cn1nc(-c2ccccc2)c(-c2ccccc2)nc1=O	3%	1%	27%	15	-1%	?	13	.	-5%	?	3%
CNc1oc(-c2ccc(Cl)cc2)nc1C#N	-6%	6%	5%	60	-1%	-1%	0	9%	-6%	.	-1%
Cc1ccccc1C(=O)NC(NC(=O)c1ccccc1C)c1cccc([N+](=O)[O-])c1	0%	-4%	-1%	1	1%	7%	21	0%	7%	5%	0%
Cc1ccccc1S(=O)(=O)Cc1ccc(C(=O)NC2CCCCC2C)o1 (stereo unspecified)	3%	-2%	15%	-7	0%	2%	7	.	?	-10%	1%

Single entries from above:
TSHR antag result of `COc1cc(CNC(C)(C)CO)cc(Br)c1OCc1ccc(Cl)cc1` stands at 10
KCNH2 WT inh result of `COc1cc(CC(=O)OCC(=O)N(C)C2CCCCC2)cc(OC)c1OC` stands at -10
MBNL1 CUG block result of `O=C(NCc1ccccc1)C1=C[C@H](c2ccc3c(c2)OCO3)C[C@H](OCCCCO)O1` stands at -3%
KCNH2 WT inh result of `CNc1oc(-c2ccc(Cl)cc2)nc1C#N` stands at 0
GALK inh result of `Cc1ccccc1C(=O)NC(NC(=O)c1ccccc1C)c1cccc([N+](=O)[O-])c1` stands at 0%

Next section
SMILES	GALK inh	ASM inhibitor	Mito fusion act	TSHR antag	BCR signal inh	MBNL1 CUG block	KCNH2 WT inh	PKM2 act	Eya2 inh	Menin MLL FP TR	USP2a inh
COCCNC(=S)Nc1cccc2cnccc12	-1%	-3%	4%	-9	9%	13%	4	-1%	7%	-1%	-1%
COc1ccc2nc3sc(C(=O)NCc4cccs4)c(N)c3cc2c1	0%	.	1%	4	?	7%	.	16%	-18%	?	2%
CCCc1nnc(SCC(=O)N2CCCC2)n1Cc1ccco1	1%	0%	-8%	9	-2%	-15%	-25	0%	9%	17%	7%
CNC(=S)N(CCc1c(C)[nH]c2ccccc12)Cc1cccnc1	2%	14%	9%	-4	2%	-13%	-133*	.	3%	-2%	1%
Cc1ccc(C)c(-c2cc(C(=O)NCc3cccs3)c3ccccc3n2)c1	-2%	-10%	19%	24	?	-16%	-17	-1%	-6%	1%	-1%
CN(C)CC(C)(C)CNC(C(=O)Nc1ccc(Cl)cc1C(F)(F)F)c1ccccc1 (stereo unspecified)	3%	0%	-2%	11	0%	-4%	0	15%	-3%	-3%	-1%
CC(C)CCC1CC(CSC(=N)N)OC1=O (stereo unspecified)	-1%	1%	-5%	.	.	3%	3	-6%	.	-6%	.
Cc1ccccc1NC(=O)CSc1nnc(NC(=O)c2ccco2)s1	2%	2%	-4%	2	0%	1%	-5	-2%	11%	.	3%
C/C(CC(=O)Nc1ccc([N+](=O)[O-])cc1)=N\NC(=O)c1ccccc1[N+](=O)[O-]	4%	1%	-7%	4	?	?	22	-5%	10%	9%	-1%
CCc1cccc(CC)c1-n1c(SCC(=O)c2c(N)n(C)c(=O)n(C)c2=O)nnc1-c1cccnc1	0%	3%	-3%	0	0%	-9%	-2	-1%	-3%	13%	7%
COC(=O)c1c(N)sc(C(C)=O)c1C	0%	-3%	-1%	4	5%	15%	-10	5%	5%	0%	-1%
COC(=O)c1ccc(NS(=O)(=O)NC(=O)c2c[nH]c3ccccc23)cc1	-5%	2%	4%	2	0%	-2%	-26	.	-5%	.	3%

Of the compounds above, these contain fluorine.
SMILES	GALK inh	ASM inhibitor	Mito fusion act	TSHR antag	BCR signal inh	MBNL1 CUG block	KCNH2 WT inh	PKM2 act	Eya2 inh	Menin MLL FP TR	USP2a inh
O=C(NCCc1ccc(C(F)(F)F)cc1)C1CCC(=O)N(CCc2cccc(F)c2)C1 (stereo unspecified)	0%	.	5%	-14	0%	-8%	5	-5%	6%	.	0%
CN(C)CC(C)(C)CNC(C(=O)Nc1ccc(Cl)cc1C(F)(F)F)c1ccccc1 (stereo unspecified)	3%	0%	-2%	11	0%	-4%	0	15%	-3%	-3%	-1%
